EPAC2 antag: qHTS for Antagonist of cAMP-regulated guanine nucleotide exchange factor 2 (EPAC2): primary screen; EPAC2 GEF exchange of Rap1B-BODIPY-GDP, fluorescence; Potency, µM (doses to about 114 µM), without a hit: top-dose activity, negative = inhibition, actives largely listed as inhibitors; actives 0.18% (n = 360,000); AID 720708, 2013; further: on the % scale 0 is the no-effect control and ±100 the full control effect; nearly all actives have a fitted effect of over 45% in size; many of its hits are not listed in these tables
FUS suppressor: qHTS for Suppressors of FUS Proteinopathy: Primary screen using FUS-linked yeast assay; S. cerevisiae FUS-expressing, growth rescue, OD600, 24 h; Potency, µM (top dose mostly 76.6 µM), inactives show top-dose growth rescue (activation), usual class: activators; actives 0.24% (n = 390,000); AID 1347120, 2019;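 further: plate controls were DMSO vehicle for no effect and reference control for full effect; nearly all actives have a fitted effect of over 55% in size; some results filed as inactive show a strong effect at the top dose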
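Restored growth of FUS-toxic S. cerevisiae, read as 600 nm absorbance after 24 h at 30C in galactose medium (starting OD 0.005). Controls CP55940 and DMSO.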
TDP-43 yeast inh: qHTS of TDP-43 Inhibitors; TDP-43 expressing yeast growth rescue, BacTiter-Glo, 24 h; Potency, µM (series often up to 46.1 µM), without a hit: at the top dose growth rescue (activation), actives largely listed as activators; actives 1.8% (n = 410,000); AID 652104, 2013; further: % of control where 0% means no effect; nearly all actives have a fitted effect of over 50% in size
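Readout is BacTiter-Glo luminescence of cell growth, so inhibitors register as activators. TDP-43-expressing yeast at OD600=0.02 in galactose medium, after raffinose pregrowth to mid-log, were incubated with compound for 24 hr at 30 deg C.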
EPAC1 agonist: qHTS for Agonist of cAMP-regulated guanine nucleotide exchange factor 3 (EPAC1): primary screen | Rap guanine nucleotide exchange factor 3 (Homo sapiens), O95398 | EPAC1 agonist qHTS, biochemical assay; response scale: 100% = response to 6.5 mM cAMP | Potency, µM (highest dose often 154 µM), inactives show at the top dose activation, usual class: activators | actives 0.073% (n = 360,000); further: nearly all actives have a fitted effect of over 60% in size
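EPAC1 100 nM, Rap1B–BODIPY-GDP 250 nM, unlabeled GDP 50 uM; compound titration; 5 min RT; kinetic read ex480/em540 at 5-min intervals ×30 min; data normalized to 6.5 mM cAMP agonist control.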
EPAC2 agonist: qHTS for Agonist of cAMP-regulated guanine nucleotide exchange factor 4 (EPAC2): primary screen; EPAC2 activation, biochemical qHTS; response scale: 100% = 6.5 mM cAMP response; Potency, µM (titrated, usually from 154 µM), without a hit: at the highest dose activation, usual class: activators; actives 0.079% (n = 360,000); AID 720711, 2013; further: nearly all actives have a fitted effect of over 50% in size
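Compounds were titrated in qHTS against a Rap1B-BODIPY-GDP (250 nM) complex with EPAC2 (100 nM) and GDP (50 uM). BODIPY-GDP release tracked at 480/540 nm over 30 min at room temperature, normalized to 6.5 mM cAMP.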
PTHR1 agonist: qHTS for PTHR1 Agonists: Primary Screen; Parathyroid hormone/parathyroid hormone-related peptide receptor (Homo sapiens), Q03431; HEK293 GP2 PTHR1 cells, GloSensor cAMP luminescence, 1 h; Potency, µM (doses to about 115 µM), without a hit: at the top dose activation, usual class: activators; actives 0.075% (n = 410,000); AID 743266, 2014; further: nearly all actives have a fitted effect of over 55% in size; some results filed as inactive show a strong effect at the top dose; inactives centre near -15; many of its hits are not listed in these tables
Target sequence (Q03431 whole entry, looked up): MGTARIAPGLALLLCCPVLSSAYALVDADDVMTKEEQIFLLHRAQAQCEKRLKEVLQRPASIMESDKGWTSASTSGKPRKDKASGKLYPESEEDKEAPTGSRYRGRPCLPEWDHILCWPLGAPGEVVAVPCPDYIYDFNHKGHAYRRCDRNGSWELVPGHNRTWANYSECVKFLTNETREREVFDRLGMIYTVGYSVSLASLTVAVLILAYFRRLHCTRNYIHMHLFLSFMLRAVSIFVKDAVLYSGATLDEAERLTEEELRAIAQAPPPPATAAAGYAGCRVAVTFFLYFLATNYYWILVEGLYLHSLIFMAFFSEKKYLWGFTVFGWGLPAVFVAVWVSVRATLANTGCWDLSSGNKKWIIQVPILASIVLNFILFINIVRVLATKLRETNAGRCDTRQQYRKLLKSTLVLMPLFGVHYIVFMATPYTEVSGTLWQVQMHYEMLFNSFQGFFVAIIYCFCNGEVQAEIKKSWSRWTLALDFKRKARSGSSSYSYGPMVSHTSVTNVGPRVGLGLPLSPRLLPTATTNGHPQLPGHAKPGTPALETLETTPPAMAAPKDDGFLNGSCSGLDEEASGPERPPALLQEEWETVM
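HEK-293-derived GP2 cells expressing PTHR1 and a GloSensor cAMP reporter, 3,000/well, plated overnight, given luciferin plus IBMX (each 0.5 mM as added) for 1 h at 37 °C, then compound for 1 h at 37 °C. Luminescence was read after 15 min at room temperature.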
aSyn yeast inh: qHTS of alpha-syn Inhibitors; actives 0.14% (n = 370,000); Yeast expressing alpha-synuclein, growth rescue, BacTiter-Glo, 24 h; Potency, µM (top dose mostly 46.1 µM), without a hit: top-dose growth rescue (activation), most hits filed as activators; AID 652106, 2013; further: % of control where 0% means no effect; nearly all actives have a fitted effect of over 65% in size
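Galactose-induced alpha-syn yeast (OD600=0.02, raffinose-pregrown) + pinned cpd, 24 hr, 30 deg C; growth by BacTiter-Glo luminescence. Growth restoration scores as activation.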
EPAC1 antagonist: qHTS for Antagonist of cAMP-regulated guanine nucleotide exchange factor 3 (EPAC1): primary screen. actives 0.14% (n = 360,000). EPAC1 GEF assay, Rap1b-BODIPY-GDP exchange fluorescence. AID 720709, 2013. Potency, µM (top dose mostly 115 µM), for inactives: at the highest dose activity change, negative = inhibition, hits mostly inhibitors. Rap guanine nucleotide exchange factor 3 (Homo sapiens), O95398;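 further: plate controls were vehicle for no effect and positive control for full effect; nearly all actives have a fitted effect of over 50% in size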
Active calls of the source: *; i = inactive; ? = inconclusive; nt = no result given; [ ] = dose if it differs, or a comment. The call rests on the fitted dose curve; in most records, active means well fitted curve in the direction sought with a large enough effect; inconclusive means small, poorly fitted or top-dose-only effect, or another doubt; inactive means no such curve, though single readings can be large; an effect the other way counts as inactive or inconclusive. Potency means the concentration at half of the fitted maximal effect. An excerpt. The share of hits here may be higher or lower than overall.

SMILES	EPAC2 antag	FUS suppressor	TDP-43 yeast inh	EPAC1 agonist	EPAC2 agonist	PTHR1 agonist	aSyn yeast inh	EPAC1 antagonist
C=CCOn1c(=O)c(-c2ccc(Br)cc2)[n+]([O-])c2ccccc21	0%	-13%	-20%	9%	10%	-9%	-2%	-11%
CCOc1ccccc1OCCOCCN1CC(C)OC(C)C1 (configuration not stated)	17%	-27%	-1%	-3%	10%	i	-22%	11%
Cc1c(C(=O)N/N=C/c2c(O)ccc3ccccc23)nnn1-c1nonc1N	-3%	-4%	-7%	4%	11%	i	1%	-28%
CNC(=O)c1ccc(Nc2nnc(C)c3ccccc23)cc1	-12%	13%	-13%	-3%	13%	-1%[57.5 µM]	-2%	-19%
O=C(NCCn1cccn1)C1CCC(=O)N(CCc2cccc(F)c2)C1 (configuration not stated)	4%	-30%	-6%	4%	6%	i	2%	-1%
CCc1c(O)nc(SCC(=O)Nc2nc3ccccc3s2)n(C2CCCCC2)c1=O	-18%	10%	5%	-10%	7%	-15%	-9%	-14%
c1ccc(-c2nc(NCCCN3CCOCC3)c3ccccc3n2)cc1	2%	27%	6%	3%	2%	i	1%	0%
Cc1ccc(NCN2C(=O)C(=O)c3ccccc32)nc1	-12%	nt	-12%	-5%	8%	i	1%	-24%
O=C(COC(=O)/C=C/c1ccc(OC(F)F)cc1)Nc1ccc(N2CCOCC2)cc1	-3%	5%	22%	-11%	-9%	i	8%	-3%
COc1ccc(-c2nnn(CC(=O)N(CCCO)C(C(=O)NC3CCCC3)c3ccc(F)cc3)n2)cc1 (configuration not stated)	6%	6%	11%	-7%	-15%	i	0%	10%

Structural class: the entries above with four or more nitrogen atoms (6)
SMILES	EPAC2 antag	FUS suppressor	TDP-43 yeast inh	EPAC1 agonist	EPAC2 agonist	PTHR1 agonist	aSyn yeast inh	EPAC1 antagonist
Cc1c(C(=O)N/N=C/c2c(O)ccc3ccccc23)nnn1-c1nonc1N	-3%	-4%	-7%	4%	11%	i	1%	-28%
CNC(=O)c1ccc(Nc2nnc(C)c3ccccc23)cc1	-12%	13%	-13%	-3%	13%	-1%[57.5 µM]	-2%	-19%
O=C(NCCn1cccn1)C1CCC(=O)N(CCc2cccc(F)c2)C1 (configuration not stated)	4%	-30%	-6%	4%	6%	i	2%	-1%
CCc1c(O)nc(SCC(=O)Nc2nc3ccccc3s2)n(C2CCCCC2)c1=O	-18%	10%	5%	-10%	7%	-15%	-9%	-14%
c1ccc(-c2nc(NCCCN3CCOCC3)c3ccccc3n2)cc1	2%	27%	6%	3%	2%	i	1%	0%
COc1ccc(-c2nnn(CC(=O)N(CCCO)C(C(=O)NC3CCCC3)c3ccc(F)cc3)n2)cc1 (configuration not stated)	6%	6%	11%	-7%	-15%	i	0%	10%

Full records from above. Order of screens: EPAC2 antag	FUS suppressor	TDP-43 yeast inh	EPAC1 agonist	EPAC2 agonist	PTHR1 agonist	aSyn yeast inh	EPAC1 antagonist
Entry for `CCOc1ccccc1OCCOCCN1CC(C)OC(C)C1` (configuration not stated) = 17%	-27%	-1%	-3%	10%	i	-22%	11%
Entry for `CNC(=O)c1ccc(Nc2nnc(C)c3ccccc23)cc1` = -12%	13%	-13%	-3%	13%	-1%[57.5 µM]	-2%	-19%
Entry for `O=C(NCCn1cccn1)C1CCC(=O)N(CCc2cccc(F)c2)C1` (configuration not stated) = 4%	-30%	-6%	4%	6%	i	2%	-1%

The list continues.
SMILES	EPAC2 antag	FUS suppressor	TDP-43 yeast inh	EPAC1 agonist	EPAC2 agonist	PTHR1 agonist	aSyn yeast inh	EPAC1 antagonist
O=C(Oc1ccccc1)c1c(Cl)cccc1P(=O)(O)O	-1%	-15%	-17%	3%	5%	-18%[57.5 µM]	-13%	-7%
Cc1ccc(S(=O)(=O)N2CCN(c3ccnc4cc(Cl)ccc34)CC2)cc1C	3%	20%	-8%	1%	5%	-23%	-2%	11%
COc1ccc(C2c3c(oc4ccccc4c3=O)C(=O)N2CCN2CCOCC2)cc1OC (configuration not stated)	1%	-1%	-18%	-7%	1%	i	0%	-10%
CCOC(=O)/C=C/C(=O)Nc1ccc(S(=O)(=O)N2CCc3ccccc32)cc1	-13%	24%	0%	11%	5%	-24%	9%	-12%
N#Cc1cccc(NC(=O)CNC(=O)Cc2ccccc2)c1	0%	-10%	-2%	1%	7%	i	2%	-14%
O=C(O)CCC(=O)c1cccc2ccccc12	7%	20%	?	8%	2%	i	0%	4%
O=C(C1CCC(CNc2c(N3CCCCC3)c(=O)c2=O)CC1)N1CCCC1 (configuration not stated)	8%	-20%	-1%	3%	4%	i	-9%	-3%
Cc1onc(-c2ccccc2Cl)c1C(=O)Oc1cc(N)n(S(=O)(=O)c2ccc(F)cc2)n1	5%	18%	11%	11%	1%	-35%[inhibitor]	8%	-5%
C#CCN1C(=O)C(O)(CC(=O)c2ccc(OC)c(OC)c2)c2ccccc21 (configuration not stated)	4%	27%	-9%	7%	-4%	-22%[57.5 µM]	3%	1%
CCOC(=O)C1CCCN(c2c(N3CCN(C)CC3)c(=O)c2=O)C1 (configuration not stated)	-4%	-22%	8%	-9%	21%	-14%	-3%	-10%
O=[N+]([O-])c1ccc(C(=S)N2CCC(Cc3ccccc3)CC2)cc1	-2%	6%	26%	-1%	0%	-75%[inhibitor]	1%	1%
C/C(CC(=O)NCc1ccc(Cl)cc1)=N\NC(=O)Cc1ccccc1	-3%	-7%	17%	0%	-10%	-40%[inhibitor]	2%	-9%
C/C(=N\NC(=O)c1sccc1-n1cccc1)c1cccs1	6%	-4%	-9%[1.82 µM]	-4%	-4%	-13%	3%	11%
CC(CN1CCOCC1)OC(=O)COc1ccc(F)cc1 (configuration not stated)	-1%	-12%	-3%	0%	7%	-18%[57.5 µM]	3%	-13%
COc1ccccc1N(C)S(=O)(=O)c1ccc(C(=O)NC2=NCCS2)cc1	14%	20%	3%	-5%	-3%	i	1%	8%
CCOc1ccc2[nH]c(=O)c(CN(CCN3CCCC3)C(=S)Nc3ccccc3OC)cc2c1	7%	25%	-30%	3%	1%	i	0%	-24%
Cc1cc2c(cc1C)/C(=N/NC(=O)c1ccccn1)CCC2	-10%	16%	6%	-1%	7%	i	0%	-7%
O=C(NCc1ccc2c(c1)OCO2)C(=S)N1CCOCC1	5%	-2%	nt	2%	3%	-24%	2%	-19%
CCOC(=O)c1ccc(CSc2n[nH]c(C)n2)o1	14%	17%	2%	5%	-4%	i	2%	10%
CCn1cc(S(=O)(=O)CC(=O)Nc2ccc(OC)cc2)c2ccccc21	7%	-8%	20%	2%	8%	-15%	5%	-14%
COc1ccc(OCC(=O)NC(=S)Nc2ccc(S(=O)(=O)Nc3cc(OC)nc(OC)n3)cc2)cc1	-1%	nt	-13%	-3%	0%	i	0%	2%
CCCCCC(=O)N1c2ccccc2C(C)(c2ccccc2)CC1(C)C (configuration not stated)	nt	0%	2%	nt	nt	-26%	0%	nt
Cc1ccc(CNC(=O)COC(=O)c2cccnc2Cl)cc1	?	0%	-17%	3%	8%	1%	-4%	-19%
Nc1nnc(SCc2cc3c(cc2Cl)OCO3)s1	-11%	22%	28%	-1%	-6%	i	0%	-9%
CSc1ncccc1C(=O)Nc1nc2ccc(F)cc2s1	6%	-2%	?	-9%	1%	-20%	0%	-15%
COc1cc(/C=C(/C#N)C(=O)Nc2ccc(C)cc2)ccc1Oc1nc(Cl)ncc1F	-1%	nt	-10%	12%	3%	i	-12%	-23%
O=S1(=O)CC(N2CCSCC2)CN1Cc1cn(Cc2cccc(C(F)(F)F)c2)nn1 (configuration not stated)	2%	16%	22%	-4%	7%	i	-5%	-1%
COc1ccc(CCNC(=O)CN(c2cc([N+](=O)[O-])ccc2OC)S(C)(=O)=O)cc1OC	-5%	-17%	11%	-2%	0%	-22%	-12%	-7%
O=C(CN1CCCCC1)N/N=C/c1cccc(C(F)(F)F)c1	-6%	36%	0%	1%	3%	-9%	-2%	-2%
O=C(/C=C/c1ccco1)N1CCc2ccccc21	8%	4%	-8%[0.397 µM]	-2%	7%	-32%[inhibitor]	-9%	7%
O=C(O)c1cccc(S(=O)(=O)N2CC=C(c3ccccc3)CC2)c1	-11%	8%	10%	-4%	7%	-1%	2%	-17%
CCCc1cc(=O)oc2cc(C)cc(OCC(=O)Nc3ccc(CN4CCOCC4)cc3)c12	0%	23%	6%	-7%	0%	-12%	-1%	25%
COc1cc(/C=N/NS(=O)(=O)c2ccccc2)ccc1OS(=O)(=O)c1ccc(C)cc1	-3%	-12%	17%	9%	5%	i	0%	6%
CC(C)C[C@H]1CN([C@@H](Cc2ccc(O)cc2)CN2CCC[C@@H]2CN2C(=S)NC[C@@H]2Cc2ccccc2)C(=S)N1CC1CCCCC1	7%	?	8%	-13%	-6%	1%	-27%	-20%
CCCCN1C(=O)/C(=C/C=C2/C=Cc3ccccc3N2CC)SC1=S	0%	-11%	-19%	-6%	-5%	0%	1%	0%
COc1ccc(-c2noc(CSc3nnc(Cc4ccccc4)n3-c3cccc(C)c3)n2)cc1OC	-6%	29%	-5%	13%	7%	-10%	26%	-1%
CCCC(=O)c1ccc(N2CCCCC2)c(F)c1	-8%	24%	20%	7%	7%	-16%	8%	-11%
Oc1ccc(Nc2nc(NCC3CCCO3)c3ccccc3n2)cc1 (configuration not stated)	-7%	-5%	23%	0%	4%	14%[57.5 µM]	1%	-6%
CC1(C)N=C(SCC(=O)Nc2ccc(Cl)cc2Cl)C(c2ccccc2)=N1	0%	41%	23%	12%	-3%	i	-13%	-3%
Cc1c(C(=O)N(CCc2ccccc2)Cc2ccccc2)cccc1[N+](=O)[O-]	-10%	20%	-25%	4%	16%	-80%[inhibitor]	10%	-24%

Bioassay records as filed in PubChem.
